Assay outcomes as filed in PubChem.
NCI-60 one-dose screen, 48 h, at 10 µM unless noted. Numbers give growth in % (100 = growth as untreated, 0 = no growth, -100 = all killed).
CCRF-CEM: CCRF-CEM leukemia; 7% of 77,000 active
MOLT-4: MOLT-4 leukemia cells. 6.9% of 80,000 active. AID 1794779
HOP-62: HOP-62 NSCLC. 3.9% of 80,000 active
K-562: K-562 leukemia. 7.4% of 78,000 active
MDA-MB-435: MDA-MB-435 melanoma | 7.8% of 82,000 active
MDA-MB-468: MDA-MB-468 breast cancer; 8.5% of 78,000 active
RPMI-8226: RPMI-8226 leukemia cells | 7.5% of 77,000 active
SR: SR leukemia cells; AID 1794780; 8.7% of 73,000 active
* hit, by the source's call; x = not tested or not shown; & = joins results of further samples; ! = a repeat was not active. The calls were made as follows: active = growth percent below 10; inactive = the rest.

(1) C=C(C)COC(=O)CC(C)=O
(2) CCc1cccc(Nc2ccccc2C(=O)O)c1
(3) c1ccc(-c2nc3ccccc3o2)cc1
(4) COc1cc(/C(=C2/O[C@@H]([C@H]3COC(C)(C)O3)[C@H]3OC(C)(C)O[C@@H]23)c2ccc3c(c2)OCO3)cc(OC)c1OC
(5) CC(=O)NS(=O)(=O)c1ccc(NCCc2c(C)nc3scc(-c4ccccc4)n3c2=O)cc1
(6) CCOC(=O)c1ccc(C(=O)O)cc1OC
(7) O=C(O)c1cccc2c1Oc1ccccc1S2(=O)=O
(8) CCc1c(C)c2cc3nc(-c4ccc(OC)cc4)oc3c(C)c2oc1=O
(9) ClSSc1c2ccccc2cc2ccccc12
(10) C=CCOC(=O)C(C)Oc1ccc(Cl)cc1Cl (centres undefined)

entry no.	1	2	3	4	5	6	7	8	9	10
CCRF-CEM	113	109	105	93	100	x	126	90	111	103
MOLT-4	105	114	112	106	77	103	111	74	96	149
HOP-62	104	118	111	63	99	101	103	81	105	97
K-562	107	116	107	41	76	104	134	103	96	114
MDA-MB-435	111	108	105	73	100	108	101	94	108	98
MDA-MB-468	106	86	116	70	113	88	91	113	104	96
RPMI-8226	112	109	106	74	92	113	114	99	108	103
SR	x	113	92	81	75	100	125	94	89	78

4 entries picked at random from the list so far, as already listed:
(6) CCOC(=O)c1ccc(C(=O)O)cc1OC
(7) O=C(O)c1cccc2c1Oc1ccccc1S2(=O)=O
(3) c1ccc(-c2nc3ccccc3o2)cc1
(1) C=C(C)COC(=O)CC(C)=O

entry no.	6	7	3	1
CCRF-CEM	x	126	105	113
MOLT-4	103	111	112	105
HOP-62	101	103	111	104
K-562	104	134	107	107
MDA-MB-435	108	101	105	111
MDA-MB-468	88	91	116	106
RPMI-8226	113	114	106	112
SR	100	125	92	x

The listing picks up, starting 2 compounds before the break.
(9) ClSSc1c2ccccc2cc2ccccc12
(10) C=CCOC(=O)C(C)Oc1ccc(Cl)cc1Cl (centres undefined)
(11) Cc1cc(=O)oc2cc(OC(=O)CN(C)C)ccc12
(12) NC(N)=Nc1ccc(Oc2cccc(NC(N)=Nc3ccc(Cl)c(C(F)(F)F)c3)c2)cc1
(13) COc1ccc(-c2n/c(=C\c3c(O)[nH]c4ccc(Cl)cc34)cc3c2=Nc2ccccc2-3)cc1
(14) Cn1cc(-c2nc(-c3c[nH]c4c(Cl)nccc34)cs2)c2ccccc21
(15) Cc1ccc(-n2c(Sc3nc(-c4ccccc4)c(C#N)c(=O)[nH]3)cn3c4c(=O)n(C)c(=O)n(C)c4nc23)cc1
(16) CCN(N=O)c1ccc(/C=C2/C=Cc3ccccc32)cc1
(17) CN1C(=O)N(C)C2SC(N/N=C/c3cccs3)=NC21 (centres undefined)
(18) CS(=O)(=O)NCCSc1nc(-c2ccc(F)cc2)c(C#N)c(=O)[nH]1
(19) CCC(C)(C)N(CC(=O)O)CC(=O)O
(20) Nc1ccc(O)c(S(=O)(=O)O)c1

entry no.	9	10	11	12	13	14	15	16	17	18	19	20
CCRF-CEM	111	103	106	62	x	92	89	92	20	103	102	106
MOLT-4	96	149	106	52	65	84	98	84	33	106	99	99
HOP-62	105	97	95	60	101	92	85	111	38	93	93	107
K-562	96	114	101	32	51	89	110	88	12	103	107	x
MDA-MB-435	108	98	99	63	37	96	88	93	-38*	103	98	102
MDA-MB-468	104	96	99	10	60	8.7*	99	80	-23*	103	92	108
RPMI-8226	108	103	91	41	82	87	63	92	52	111	97	105
SR	89	78	100	7.4*	28	74	x	106	13	98	99	98

(21) CCCCCCc1ccc(C(=O)Nc2ccc(C)cc2C(=O)O)cc1
(22) COc1cc(/C=N\NC(=O)c2ccc3nc(-c4ccc(Br)cc4)[nH]c3c2)cc(OC)c1OC
(23) COc1cc2oc(-c3cccc(C(=O)Nc4ccc(Cl)cc4)c3)cc(=O)c2c(OCCNC(=O)[C@@H](N)CO)c1OC
(24) [O-][n+]1onc(-c2ccccc2)c1COc1ccc(Nc2ncnc3c2cnn3-c2ccc(Br)cc2)cc1
(25) C#CC1(OC(=O)Nc2cccc(Cl)c2)CCCCC1
(26) O=C(Nc1ncc(Cc2cc(C(F)(F)F)ccc2Cl)s1)C(=S)N1CCOCC1
(27) O=CC(c1ccccc1)c1ccccc1
(28) COc1ccc(C(C)=O)cc1S(=O)(=O)Nc1c(N)nc(N)nc1N
(29) O=C(O)/C=C/C(=O)NCc1ccco1
(30) NNC(=O)C1CC1

entry no.	21	22	23	24	25	26	27	28	29	30
CCRF-CEM	81	26	-38*	108	91	92	93	93	96	x
MOLT-4	100	32	-40*	103	92	93	101	95	47	79
HOP-62	97	73	88	105	98	93	83	126	201	110
K-562	87	23	-53*	99	96	82	94	95	48	83
MDA-MB-435	100	53	16	94	108	86	91	103	98	106
MDA-MB-468	90	37	-86*	106	91	84	98	102	93	105
RPMI-8226	82	11	-23*	111	105	82	118	106	83	94
SR	90	38	-38*	98	97	92	91	97	97	86

(31) O=c1[nH]c2ccccc2c(O)c1CCCC1CCCCC1
(32) c1ccc2c(c1)Sc1ccccc1C2NCN1CCOCC1
(33) COc1cc(C=NCc2ccccc2)ccc1O
(34) CCCC(=O)Oc1nc2[nH]c(=O)sc2c(C)c1CCC
(35) Cc1ccc(S(=O)(=O)NCCCNc2nccc(-c3c(-c4cccc(F)c4)nc4sccn34)n2)cc1
(36) CCCCCCN(CCOC(=O)c1ccc([N+](=O)[O-])cc1)CCOC(=O)c1ccc([N+](=O)[O-])cc1
(37) COc1ccc(-c2cc(-c3nnc(SCC(=O)c4ccccc4)o3)c3cc(OC)ccc3n2)cc1
(38) COc1ccc(-c2cc(-c3ccc(N(C)C)cc3)c(C#N)c(N3CCCC3)n2)cc1
(39) CCN(CC)S(=O)(=O)c1ccc(OC)c(NC(=O)c2[nH]c(C)c3c2CCCCC3=O)c1
(40) CCCCCCNC(=O)CCC

entry no.	31	32	33	34	35	36	37	38	39	40
CCRF-CEM	103	79	101&99	108&102	63	x	100	79	56	107
MOLT-4	91	102	102&97	99&100	54	100	96	81	65	90
HOP-62	92	104	99&113	100&102	101	103	84	100	31	108
K-562	82	119	78&99	100&109	52	97	91	69	30	95
MDA-MB-435	104	97	105&113	108&107	49	95	98	90	31	107
MDA-MB-468	99	81	100&94	105&76	78	102	100	x	11	111
RPMI-8226	87	86	91&100	102&101	68	91	103	39	17	113
SR	94	125	106&105	100	102	101	88	41	43	96

(41) COc1ccc2nc3cc(Cl)ccc3c(Nc3ccc(S(=O)(=O)Nc4ccccn4)cc3)c2c1
(42) CC/C=C\C[C@H](O)C/C=C1\CC=C(CCO)C1=O
(43) CCN(CC)CC(=O)Nc1c(C)cccc1C
(44) CCOC(=O)c1cc2c(n1Cc1cc(OC)cc(OC)c1Br)-c1nc(NC(C)=O)sc1CCC2
(45) C[C@H](C(=O)O)c1ccc2c3cc(Cl)ccc3n(CC(=O)Nc3cccc(Cl)c3)c2c1
(46) Cc1ccc2nc(NC(=O)CN3CCN(CCN4C(=O)c5cccc6cccc(c56)C4=O)CC3)sc2c1
(47) O=C1C(Cl)=C(Cl)C(=O)c2c1nc1n2CCCC1
(48) O=[N+]([O-])c1ccc(/C=N\NC(=S)N/N=C/c2ccc([N+](=O)[O-])cc2)cc1
(49) CCN1C(=S)N(c2ccccc2)C2N=c3s/c(=C4\C(=O)N(C(C)C)c5ccccc54)c(=O)n3NC21 (centres undefined)
(50) Cc1c(C(=O)/C=C/NCc2ccc(S(N)(=O)=O)cc2)sc2nc3ccccc3n12

entry no.	41	42	43	44	45	46	47	48	49	50
CCRF-CEM	96	91	103	56	99	33	12	103&80	x	97
MOLT-4	86	88	104	47	84	37	9.2*	104&83	93	91
HOP-62	97	94	106	80	87	96	97	102&107	69	90
K-562	92	102	100	81	106	x	x	114	84	102
MDA-MB-435	109	103	104	84	95	71	115	117&107	95	95
MDA-MB-468	82	86	101	78	88	54	97	126	95	90
RPMI-8226	89	106	114	61	95	41	99	94&80	89	103
SR	104	82	98	59	76	37	x	99&95	92	76

(51) COc1ccc(-c2nc(N)ncc2Oc2ccccc2OC)c(O)c1
(52) O=C1NC(=O)C(c2ccccc2)(c2ccc(Cl)cc2)N1 (centres undefined)
(53) Oc1c(Cl)cc(Cl)cc1Sc1cc(Cl)cc(Cl)c1O
(54) COc1cc(CNC(=O)/C=C/c2ccccc2)ccc1OCc1cn(-c2ccccc2)nn1
(55) COC(=O)[C@@H]1CCCN1C(=O)C1=C(C)NC(=S)NC1c1cc(OC)c(OC)c(OC)c1 (some centres undefined)
(56) COc1ccc(/C=C(\C#N)c2cc3ccccc3n2C(C)=O)cc1
(57) Cc1ccccc1NC(=O)c1ccc(C(=O)Nc2ccccc2C)cc1
(58) CC(=O)O[C@H]1CC[C@]2(C)[C@H]3CC=C4[C@@H]5CC(C)(C)CC[C@]5(C(=O)NC(COC(=O)C(Cl)Cl)(COC(=O)C(Cl)Cl)COC(=O)C(Cl)Cl)CC[C@@]4(C)[C@]3(C)CC[C@H]2C1(C)C
(59) c1ccc2c(c1)oc1cc3c(cc12)nnc1cccn13
(60) Cc1ccc(S(=O)(=O)N/N=C2\CC3CCC2C3)cc1 (centres undefined)
(61) COc1ccc(C(=O)NNC(=O)c2cccc3ccccc23)cc1
(62) N#Cc1cccc(CN2CCC3=C(C2)C(=O)N(Cc2ccc(Cl)cc2)C2=NCCCN23)c1
(63) CCOC(=O)C(C)C(C)(O)c1ccccc1 (centres undefined)

entry no.	51	52	53	54	55	56	57	58	59	60	61	62	63
CCRF-CEM	20	94	9.8*!	103	92	76	101	85	109	100	95	37	x
MOLT-4	27	99	91&16&39	90	95	70	112	60	108	109	98	48	95
HOP-62	28	91	62&86	94	96	93	97	92	116	x	108	26	109
K-562	12	111	8.5*!	88	84	25	102	60	x	103	93	23	100
MDA-MB-435	-17*	101	93&27&51	97	101	9.7*	99	93	105	103	106	20	102
MDA-MB-468	-2.9*	89	-2.8*!	97	x	59	97	95	108	110	113	-16*	96
RPMI-8226	26	96	-29*!	100	x	83	x	59	x	104	103	19	90
SR	28	98	107&77&42	88	87	47	90	86	95	103	109	28	x

Among those listed so far, these contain a CF3 group:
(12) NC(N)=Nc1ccc(Oc2cccc(NC(N)=Nc3ccc(Cl)c(C(F)(F)F)c3)c2)cc1
(26) O=C(Nc1ncc(Cc2cc(C(F)(F)F)ccc2Cl)s1)C(=S)N1CCOCC1

entry no.	12	26
CCRF-CEM	62	92
MOLT-4	52	93
HOP-62	60	93
K-562	32	82
MDA-MB-435	63	86
MDA-MB-468	10	84
RPMI-8226	41	82
SR	7.4*	92

Structures above containing fluorine, in the order listed:
(12) NC(N)=Nc1ccc(Oc2cccc(NC(N)=Nc3ccc(Cl)c(C(F)(F)F)c3)c2)cc1
(18) CS(=O)(=O)NCCSc1nc(-c2ccc(F)cc2)c(C#N)c(=O)[nH]1
(26) O=C(Nc1ncc(Cc2cc(C(F)(F)F)ccc2Cl)s1)C(=S)N1CCOCC1
(35) Cc1ccc(S(=O)(=O)NCCCNc2nccc(-c3c(-c4cccc(F)c4)nc4sccn34)n2)cc1

entry no.	12	18	26	35
CCRF-CEM	62	103	92	63
MOLT-4	52	106	93	54
HOP-62	60	93	93	101
K-562	32	103	82	52
MDA-MB-435	63	103	86	49
MDA-MB-468	10	103	84	78
RPMI-8226	41	111	82	68
SR	7.4*	98	92	102

Hits appear at their usual frequency. About 15% of those tested had a hit in this group.
